STK33 kinase inh: blocks human STK33 kinase activity; inhibition, % at 10 µM; Q9BYT3; purified STK33, MBP phosphorylation, ADP-Glo luminescence; 320,000 compounds, 0.073% hits;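 active = inhibition at or above 25%, using the most active replicate where run in duplicate; inactive = inhibition below 25%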
Target sequence (Q9BYT3 whole entry, looked up): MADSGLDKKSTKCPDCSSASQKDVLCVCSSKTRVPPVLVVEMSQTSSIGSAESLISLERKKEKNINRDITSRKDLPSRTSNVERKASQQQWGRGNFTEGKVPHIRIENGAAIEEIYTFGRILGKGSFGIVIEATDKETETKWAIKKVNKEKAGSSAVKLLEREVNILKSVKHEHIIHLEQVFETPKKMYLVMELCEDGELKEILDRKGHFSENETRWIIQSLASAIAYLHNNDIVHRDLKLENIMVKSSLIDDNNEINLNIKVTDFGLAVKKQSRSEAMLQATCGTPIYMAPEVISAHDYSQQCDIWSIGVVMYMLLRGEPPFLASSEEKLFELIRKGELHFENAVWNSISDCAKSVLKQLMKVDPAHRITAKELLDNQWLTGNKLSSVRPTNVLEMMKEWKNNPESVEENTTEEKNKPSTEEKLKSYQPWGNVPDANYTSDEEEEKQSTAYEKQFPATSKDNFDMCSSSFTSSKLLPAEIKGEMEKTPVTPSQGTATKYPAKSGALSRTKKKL
CHT PAM: allosterically activates the human high affinity choline transporter; Q9GZV3; CHT-expressing cells, membrane potential dye, choline EC20; hits give high values; LV-AA mutant CHT in HEK293 cells; B-score at 10 µM; 310,000 compounds, 0.49% hits; AID 488977;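 active = initial fluorescence not abnormally high and integrated response B-score, plate-corrected, over 3 SD above library mean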
Target sequence (Q9GZV3 whole entry, looked up): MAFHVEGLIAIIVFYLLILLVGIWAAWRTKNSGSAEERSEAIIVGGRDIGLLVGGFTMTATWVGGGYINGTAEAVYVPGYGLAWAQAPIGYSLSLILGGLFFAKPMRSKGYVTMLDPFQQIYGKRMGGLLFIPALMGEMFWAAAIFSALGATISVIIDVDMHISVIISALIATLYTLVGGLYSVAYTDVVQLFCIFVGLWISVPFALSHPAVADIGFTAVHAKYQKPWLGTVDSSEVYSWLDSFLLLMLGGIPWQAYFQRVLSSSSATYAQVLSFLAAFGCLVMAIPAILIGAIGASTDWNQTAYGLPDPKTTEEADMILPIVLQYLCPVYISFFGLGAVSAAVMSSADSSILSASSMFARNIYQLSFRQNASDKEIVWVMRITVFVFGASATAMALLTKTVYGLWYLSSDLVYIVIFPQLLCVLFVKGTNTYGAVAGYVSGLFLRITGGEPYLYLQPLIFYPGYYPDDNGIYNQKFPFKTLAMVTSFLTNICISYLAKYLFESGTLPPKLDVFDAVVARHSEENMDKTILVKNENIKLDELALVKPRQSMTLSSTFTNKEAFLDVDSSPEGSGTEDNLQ
CHT block: inhibits the human high affinity choline transporter; Q9GZV3; CHT-expressing cells, membrane potential dye, choline response; hits give low values; B-score at 10 µM; 310,000 compounds, 0.86% hits;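 active = B-score over 3 SD under the library average, and starting fluorescence ratio not unusually high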;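 note: choline stimulus applied at its EC90 after an EC20 pre-addition; B-score computed on integrated fluorescence ratio after choline addition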
* hit, by the source's call; i = inactive; · = not tested or not shown.

no.	canonical_smiles	CHT PAM	CHT block	STK33 kinase inh
1	CC1CCCCN1C(=O)c1cnn2c(C(F)(F)F)cc(-c3ccco3)nc12 (stereo not given)	i	i	0.3
2	O=C(O)C(C(O)c1ccc([N+](=O)[O-])cc1)[n+]1ccccc1 (stereo not given)	i	i	0.5
3	CCOc1ccc(/C=C/C(=O)c2c(O)c3ccccc3oc2=O)cc1	i	i	-0.1
4	CCC(c1nnnn1Cc1ccccc1)N1CCN(c2ccccc2)CC1 (stereo not given)	i	i	-1.6
5	CC1CN(C(=O)c2cccn(Cc3c(Cl)cccc3Cl)c2=O)CC(C)O1 (stereo not given)	i	i	0.3
6	CC(=O)N(C1=C(Cl)C(=O)c2ccccc2C1=O)C1CCCCC1	i	i	-0.2
7	Nc1ccc(Nc2ccccc2)cc1	i	i	-2.2
8	COC(=O)[C@@]1(Cc2ccccc2)[C@H]2c3cc(C(=O)N4CCCC4)n(Cc4ccsc4Br)c3C[C@H]2CN1C(=O)c1ccccc1	i	i	-0.2
9	Cc1nc(NC(=O)/C=C/c2ccccc2)sc1C(=O)N(C)C	i	i	1.4
10	CC(=O)c1cccc(S(=O)(=O)NC2CC2)c1	i	i	-0.1
11	CC(C)CC(CC(C)C)=NNC(=O)c1ccc(CSc2nncn2C)cc1	i	i	-0.7
12	O=C1CCC(C(=O)N2CCSCC2)CN1Cc1cccc(C(F)(F)F)c1 (stereo not given)	i	i	-0.5
13	CCCn1nc(NS(=O)(=O)c2ccccc2[N+](=O)[O-])c2cc3ccccc3nc21	i	i	-0.3
14	COc1ccc(N2CCN(C(=O)CCCn3c(=O)c4cccn4c4cccnc43)CC2)cc1	i	i	1.3
15	COc1ccc(C(=O)N2CCC(C(=O)N3CCN(c4ccc(OC)cc4)CC3)CC2)cc1	i	i	0.3
16	COc1ccc(S(=O)(=O)N2CCOC23CCN(C(=O)c2c(F)cccc2Cl)CC3)cc1	i	i	-0.3
17	Cc1nnc(SCC(=O)Nc2cc(-c3cc(C)c(C)cc3C)nn2-c2ccccc2)s1	i	i	-1.8
18	CCCCCn1cnc2c(sc3nc4c(cc32)CSC(C)(C)C4)c1=O	i	i	-0.3
19	Cc1nnc(Nc2ccccc2F)s1	i	i	-1.8
20	CN1C(=O)c2ccc(NC(=O)c3c(F)c(F)c(F)c(F)c3F)cc2C1=O	i	i	-0.6

5 compounds out of the list, sorted by molar mass, ascending:
no.	canonical_smiles	CHT PAM	CHT block	STK33 kinase inh
10	CC(=O)c1cccc(S(=O)(=O)NC2CC2)c1	i	i	-0.1
3	CCOc1ccc(/C=C/C(=O)c2c(O)c3ccccc3oc2=O)cc1	i	i	-0.1
18	CCCCCn1cnc2c(sc3nc4c(cc32)CSC(C)(C)C4)c1=O	i	i	-0.3
5	CC1CN(C(=O)c2cccn(Cc3c(Cl)cccc3Cl)c2=O)CC(C)O1 (stereo not given)	i	i	0.3
13	CCCn1nc(NS(=O)(=O)c2ccccc2[N+](=O)[O-])c2cc3ccccc3nc21	i	i	-0.3

More structures.
no.	canonical_smiles	CHT PAM	CHT block	STK33 kinase inh
21	CCOCCn1c(SCCCc2ccccc2)nc2c1c(=O)[nH]c(=O)n2C	i	i	-0.5
22	Cc1ccc(C)c(-c2nnc(NC(=O)Cc3ccc(F)cc3)o2)c1	i	i	1.4
23	COC(=O)c1sccc1NC(=O)Cc1ccc(OC)cc1	i	i	0.5
24	O=C(NC1CCCCCC1)c1ccco1	i	i	-1.2
25	O=C(Nc1nc2ccccc2[nH]1)c1cc2ccccc2o1	i	i	-0.5
26	O=C(COC(=O)C1CCN(C(=O)Nc2ccccc2)CC1)NCC(F)(F)F	i	i	-1.3
27	C/C(=N\N=C\c1ccccc1F)c1nnn(-c2nonc2N)c1C	i	i	-1.6
28	CSc1ccccc1C(=O)Nc1cc(C)cc(C)c1	i	i	0.3
29	O=C(O)Cc1ccc(N=Cc2c(O)ccc3ccccc23)cc1	i	i	50*
30	COC(=O)C1=C(C)Nc2nnnn2C1c1ccc(Cl)cc1Cl (stereo not given)	i	i	0.3
31	CN(C(=O)CSc1nnc(Cc2cccc3ccccc23)n1N)C1CCS(=O)(=O)C1 (stereo not given)	i	i	-0.3
32	COc1ccc(CNc2nc(-c3ccccc3)nc3ccccc23)cc1OC	i	i	-0.9
33	CCOC(=O)/C=C1\SCC(=O)N1Cc1nnc(-c2ccccc2Br)o1	i	i	0.3
34	COCCNC(=O)Cn1cnc([N+](=O)[O-])n1	i	i	-0.2
35	COc1ccc(-c2nonc2NC(=O)c2oc3ccccc3c2C)cc1OC	i	i	2.7
36	Brc1ccc(-c2ccc(/C=N/Nc3nc4ccccc4[nH]3)o2)cc1	i	i	-0.8
37	Cc1ccc(C(OC(=O)c2ccco2)C(=O)NC2CCCC2)cc1 (stereo not given)	i	i	-1.4
38	COc1ccc(C(=O)Nc2nc(CC(=O)NCCc3ccccc3)cs2)cc1	i	-5.1*	9.8
39	Cc1ccc2cc(CN(CC3CCCO3)C(=O)C(C)C)c(=O)[nH]c2c1 (stereo not given)	i	i	-0.2
40	CCOc1ccc(N2C(=O)CC(N(CCc3ccccc3)C(=O)/C=C/C(=O)O)C2=O)cc1 (stereo not given)	i	i	-0.5

Of the compounds above, these contain a nitro group on carbon:
no.	canonical_smiles	CHT PAM	CHT block	STK33 kinase inh
2	O=C(O)C(C(O)c1ccc([N+](=O)[O-])cc1)[n+]1ccccc1 (stereo not given)	i	i	0.5
13	CCCn1nc(NS(=O)(=O)c2ccccc2[N+](=O)[O-])c2cc3ccccc3nc21	i	i	-0.3
34	COCCNC(=O)Cn1cnc([N+](=O)[O-])n1	i	i	-0.2

Additional compounds:
no.	canonical_smiles	CHT PAM	CHT block	STK33 kinase inh
41	Cn1c(=O)c2c(ncn2CC(=O)N2CCN(c3ccc(F)cc3)CC2)n(C)c1=O	i	i	-1.5
42	CCN(CC)CCn1c(NC(=O)c2ccc(C(F)(F)F)cc2)nc2ccccc21	i	i	0.1
43	CCOC(=O)C1CCN(C(=O)C2(NC(=O)Nc3cccc(F)c3)CCCCC2)CC1	i	i	-3.7
44	COc1c(C(=O)Nc2nccs2)ccc2ccccc12	i	i	1.8
45	CC1(C)CC(=O)C=C(C(=O)NC2CCCc3c2cnn3-c2cc(F)cc(F)c2)O1 (stereo not given)	i	i	-0.4
46	NS(=O)(=O)Cc1noc2ccccc12	i	i	-1.2
47	Nn1c(SCC(=O)N2CCN(S(=O)(=O)c3ccc(Cl)cc3)CC2)nnc1-c1cccs1	i	i	1.9
48	CC(C)(C)SCCNC(=O)CSc1ccccc1	i	i	-0.1
49	CCCCCCSc1ccc([C@H]2N[C@@](Cc3ccccc3)(C(=O)OC)[C@H]3C(=O)N(C)C(=O)[C@@H]23)cc1	i	i	0.2
50	CCOC(=O)C1=CN(C)C=C(C(=O)OCC)C1c1ccsc1	i	i	-2.2
51	COc1ccc(C/C(N)=N/OC(=O)Cc2ccc(OC)c(OC)c2)cc1	i	i	0.9
52	COCc1ccc(C(=O)NC2CCCc3c2cnn3-c2ccc(C)c(C)c2)o1 (stereo not given)	i	i	-1.3
53	COc1ccc(S(=O)(=O)Cc2ccc(C(=O)N3CCN(c4ccccc4)CC3)o2)cc1	i	i	0.5
54	CCOC(=O)c1cccc(NC(=O)C2CCCN(S(=O)(=O)c3c(C)nn(C)c3C)C2)c1 (stereo not given)	i	i	0.6
55	O=C(CN1CCN(Cc2ccccc2Cl)CC1)N/N=C/c1ccccn1	i	i	0.3
56	CCOc1ccc(NC(=O)c2ccco2)cc1	i	i	0.1
57	O=C1C2C3CCC(CC3)C2C(=O)N1c1ccccc1 (stereo not given)	i	i	0.9
58	C[C@@H](C(=O)NCCCCCC(=O)O)n1nnc2ccccc2c1=O	i	i	-0.8
59	COC(=O)c1ccccc1NC(=O)CSc1nc(-c2ccco2)cc(C(F)(F)F)n1	i	i	·
60	CN1CCN(c2nc(-c3cccs3)cc(C(F)(F)F)n2)CC1	i	i	0.8
61	C[C@@H]1CN(Cc2nc(-c3cnccn3)no2)C[C@H](C)O1	i	i	-0.3
62	Cc1csc(=O)n1CC(=O)OCC(=O)NCc1ccc(Cl)cc1Cl	i	i	1.0
63	O=C(NCc1ccc2c(c1)OCO2)C1CC(=O)N(CCc2ccc(F)cc2)C1 (stereo not given)	i	i	0.4
64	COc1ccc(/C=C(/NC(=O)c2ccco2)C(=O)NCc2ccco2)cc1OC	i	i	13
65	COc1cccc(C2Nc3c(F)cc(Br)cc3C3C=CCC32)c1OC (stereo not given)	i	i	-0.1
66	Cc1nc2scc(-c3cccs3)c2c(=O)n1N	i	i	·
67	CCCn1nnc2c(=O)oc3ccccc3c21	i	i	-1.4
68	CNC(=O)C(Sc1ccccc1)c1ccccc1 (stereo not given)	i	i	-2.0
69	COc1ccc(C(=O)Nc2ccc(NC(=O)C3CC3)nc2)cc1	i	i	-1.2
70	CCOC(=O)Cn1c(=O)c2c(nc(N3CCCCC3)n2C)n(C)c1=O	i	i	-0.3
71	NS(=O)(=O)c1cccc(NC(=O)COC(=O)Cc2ccc(S(=O)(=O)N3CCCCC3)s2)c1	i	i	-0.5
72	CC(C)Cn1c(=O)c2sccc2n2c(CCCC(=O)N3CCC(N4CCCCC4)CC3)nnc12	i	i	-0.9
73	Cc1ccc2c(c1)-c1c(ssc1=S)C(C)(C)N2C(=O)CN1C(=O)c2ccccc2C1=O	i	i	0.1
74	COc1ccc(N2C(=O)C3CCCN3C2c2cccc(F)c2)cc1Cl (stereo not given)	i	i	-1.0
75	CCCCn1c(-c2nn(C)c(C)c2Cl)n[nH]c1=S	i	i	-0.1
76	O=C(Cn1cnc2ccccc21)N/N=C/c1ccco1	i	i	0.2
77	Nc1nonc1-c1nc2ccccc2n1CC(=O)N1CCN(c2ccc(F)cc2)CC1	i	i	-0.2
78	CCCCN(C(=O)Cc1cccs1)c1nnc(-c2cccnc2)s1	i	i	-0.6
79	Cc1ccccc1NC(=O)C1C2CC/C=C\CCC21 (stereo not given)	i	i	-1.9
80	O=C1NC(=O)/C(=C/c2ccccc2Cl)N1	i	i	-0.5
81	CC1CCCCC1NC(=O)C1CCC(CNS(=O)(=O)c2cccc3cccnc23)CC1 (stereo not given)	i	i	-1.7
82	O=C(c1cccc(N2CCCC2=O)c1)N1CCN(c2cccc(Cl)c2)CC1	i	i	-1.8
83	O=C(COC(=O)c1ccc2c(c1)C(=O)N(Cc1ccco1)C2=O)NCC(F)(F)F	i	i	-1.7
84	CC1(C)Cc2c(sc3ncn4nc(-c5ccco5)nc4c23)CO1	i	i	-1.1
85	O=C(NCCS(=O)(=O)N1CCN(c2ccccc2F)CC1)c1ccc(Br)cc1	i	i	0.6
86	CC(C)(C)NC(=O)NC12CC3CC(CC(C3)C1)C2	i	i	-1.3
87	CCCCCc1c(C)[nH]c2nc3ccccc3n2c1=O	i	i	0.8
88	COCCN(C(=O)c1snc(C(N)=O)c1N)C(C(=O)NC1CCCCC1)c1ccc(F)cc1 (stereo not given)	i	i	0.4
89	COc1ccc2c(c1)c(N=O)c(O)n2C	i	i	1.3
90	O=C1CCCN1CCCNS(=O)(=O)c1ccccc1	i	i	0.7
91	CCC(OC(=O)CN1C(=O)c2ccccc2C1=O)C(=O)NC1CCCC1 (stereo not given)	i	i	-0.5
92	O=C(Cn1c(C(=O)O)cc2ccccc21)c1ccccc1	i	i	-0.8
93	CN1CCN(C(=O)c2cnn(-c3ccccc3)c2NC(=O)c2ccc(Br)cc2)CC1	i	i	-0.1
94	CNC(=O)c1sc(SC)cc1-c1ccc(Cl)cc1	i	i	0.0
95	COCCCN(C(=O)c1cc2c(s1)CCCCC2)c1c(N)n(Cc2ccccc2)c(=O)[nH]c1=O	i	i	·
96	O=C(CCC(=O)Nc1ccc(Br)cc1)N/N=C/c1cc([N+](=O)[O-])ccc1O	i	i	-1.1
97	CN(CC(=O)NNC(=O)c1cccnc1)S(=O)(=O)c1cc(Cl)ccc1Cl	i	i	0.1
98	COc1ccc2c(c1)c(C(C)=O)c(C)n2-c1ccccc1	i	i	-1.0
99	CCC1CCCN1Cn1cnc2c([nH]c3ccccc32)c1=O (stereo not given)	i	i	-0.5
100	Cc1ccc(C2(C(F)(F)F)NC(=O)N3CCCN=C3S2)cc1 (stereo not given)	i	i	0.4

Next part.
no.	canonical_smiles	CHT PAM	CHT block	STK33 kinase inh
101	C/C(=N\Nc1ccc([N+](=O)[O-])cc1)c1ccc(N2CCOCC2)cc1	i	i	0.1
102	CCOC(=O)C1CCCN(C(=O)c2ccc(OC)c([N+](=O)[O-])c2)C1 (stereo not given)	i	i	-0.3
103	CCn1cc(C(=O)OCC(=O)c2cc(C)n(-c3cccc(C(F)(F)F)c3)c2C)c(=O)c2ccc(C)nc21	i	i	0.5
104	CCN(CC)Cc1nc2sc(C)c(C)c2c(=O)[nH]1	i	i	0.9
105	CCOC(=O)C1CCN(C2=C(NS(=O)(=O)c3ccc(Cl)cc3)C(=O)c3ccccc3C2=O)CC1	i	i	2.4
106	Fc1ccccc1-c1nnc2ccc3ccccc3n12	i	i	0.5
107	COC(=O)c1[nH]c2cccc(OC)c2c1NC(=O)CN1CCN(c2cccc(OC)c2)C(C)C1 (stereo not given)	i	i	-1.5
108	COc1cccc(CNC(=O)CCS(=O)(=O)c2ccc3c(c2)NC(=O)C(C)S3)c1 (stereo not given)	i	i	-0.8
109	C#CCNC(=O)C1=C[C@@H](c2coc3ccccc3c2=O)C[C@@H](OCCCCO)O1	i	i	0.2
110	Cc1nc(Cl)c(Cl)n1CCOc1ccccc1	i	i	-0.8
111	NC(=O)c1cnn2c1NC(c1ccc(F)cc1)CC2C(F)(F)F (stereo not given)	i	i	1.2
112	O=C(Cn1cc(C(F)(F)F)ccc1=O)N/N=C/c1ccccc1O	i	i	0.9
113	Brc1cccc(OCCN2CCOCC2)c1	i	i	-0.9
